High-throughput results (PubChem)
HEK cytotox – HEK 293 cell cytotoxicity | Potency, µM (top dose mostly 115 µM), for inactives: at the top dose activity change, negative = cytotoxicity, usual class: inhibitors | HEK 293 viability, ATP luminescence (CellTiter-Glo), 48-72 h | 6.6% of 94,000 active; also: potency is read from the fitted curve at half-maximal effect; nearly all actives have a fitted effect of over 60% in size
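HEK 293 cells seeded at 250 cells/well were exposed to compound for 48 or 72 hr at 37 degree Celsius. Viability taken as ATP content by CellTiter-Glo luminescence.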
FLuc inh – inhibitors of firefly (Photinus pyralis) luciferase | purified P. pyralis luciferase, luminescence, biochemical | 2.5% of 76,000 active | Potency, µM (doses to about 115 µM), for the others: at the highest dose activity change, negative = inhibition, hits mostly inhibitors; also: potency is read from the fitted curve at half-maximal effect; nearly all actives have a fitted effect of over 65% in size
Target sequence (P08659 whole entry, looked up): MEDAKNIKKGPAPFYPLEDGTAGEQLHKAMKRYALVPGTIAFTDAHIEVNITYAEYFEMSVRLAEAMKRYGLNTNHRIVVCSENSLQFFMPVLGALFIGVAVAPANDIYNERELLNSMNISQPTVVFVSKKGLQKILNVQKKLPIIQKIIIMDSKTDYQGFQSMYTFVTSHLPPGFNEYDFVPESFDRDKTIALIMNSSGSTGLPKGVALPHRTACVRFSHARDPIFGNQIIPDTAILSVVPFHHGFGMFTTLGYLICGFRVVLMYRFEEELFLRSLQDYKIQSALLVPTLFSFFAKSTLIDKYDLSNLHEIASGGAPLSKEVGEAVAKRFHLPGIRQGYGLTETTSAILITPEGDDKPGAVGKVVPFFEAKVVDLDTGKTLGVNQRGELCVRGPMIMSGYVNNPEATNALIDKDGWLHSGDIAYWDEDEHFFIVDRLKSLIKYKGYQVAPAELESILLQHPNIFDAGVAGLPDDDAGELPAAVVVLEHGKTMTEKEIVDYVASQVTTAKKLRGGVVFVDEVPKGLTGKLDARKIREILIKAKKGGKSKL
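Inhibitors were tested against purified firefly luciferase in a biochemical, low-substrate format (both substrates at 10uM) and luminescence measured with a CCD imager.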
SNCA viab count – reduces viability of HEK-293 SNCA reporter cells; Potency, µM (series often up to 57.1 µM), without a hit: at the highest dose activity change, negative = cytotoxicity, most hits filed as cytotoxic; AID 1671193; 0.12% of 150,000 active; HEK-293-SNCA-luc viability, GF-AFC fluorescence, 24 h;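 also: potency is read from the fitted curve at half-maximal effect; 0% = DMSO-treated cells and -100% = medium-only wells without cells; nearly all actives have a fitted effect of over 30% in size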
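HEK-293-SNCA-luc cells (1500/well) plated 24 h, then exposed 24 h to a dilution series; GF-AFC added 30 min at 37C, fluorescence 405/540 nm; normalised to medium-only and DMSO wells, Hill fit.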
SNCA expr inhib – inhibitors of alpha-synuclein (SNCA) gene expression; AID 1671194; 0.17% of 140,000 active; HEK-293 SNCA-luciferase knock-in, luminescence, 24 h; Potency, µM (series often up to 57.2 µM), for inactives: at the highest dose activity change, negative = inhibition, usual class: inhibitors;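 also: potency is read from the fitted curve at half-maximal effect; plate controls were DMSO cells for no effect and cell-free wells for full effect; nearly all actives have a fitted effect of over 45% in size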
IP6K1 inh – inhibitors of human IP6K1; 0.81% of 140,000 active; activity change, % (series mostly up to about 58 µM); AID 1645851; IP6K1 kinase, ADP-Glo luminescence, 2 h; stronger effect = lower value; in the data active = activity change below about -25%
Target sequence (Q92551 whole entry, looked up): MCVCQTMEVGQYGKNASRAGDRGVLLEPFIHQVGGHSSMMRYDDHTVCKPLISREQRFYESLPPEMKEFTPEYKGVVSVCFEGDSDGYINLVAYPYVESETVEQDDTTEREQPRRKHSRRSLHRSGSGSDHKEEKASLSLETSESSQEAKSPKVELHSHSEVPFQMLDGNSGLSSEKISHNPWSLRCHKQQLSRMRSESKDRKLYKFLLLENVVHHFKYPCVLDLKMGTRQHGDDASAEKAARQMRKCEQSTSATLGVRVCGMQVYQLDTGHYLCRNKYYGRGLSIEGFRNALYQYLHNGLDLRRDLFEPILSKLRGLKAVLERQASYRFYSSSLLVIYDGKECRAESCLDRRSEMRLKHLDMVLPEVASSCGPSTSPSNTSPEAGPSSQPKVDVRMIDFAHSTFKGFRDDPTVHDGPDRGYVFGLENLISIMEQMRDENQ
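ADP-Glo luminescence measures ADP made by human IP6K1 during a 2 h RT reaction with ATP/IP6 (mix at 1.3 mM/130 uM); top library doses 57.5 and 19.1 uM final.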
3T3 cytotox – cytotoxic compounds in NIH 3T3 cells; NIH 3T3 viability, CellTiter-Glo ATP luminescence, 48-72 h; Potency, µM (titrated, usually from 96.7 µM), for inactives: at the highest dose activity change, negative = cytotoxicity, most hits filed as inhibitors; 4.3% of 94,000 active; also: potency is read from the fitted curve at half-maximal effect; nearly all actives have a fitted effect of over 55% in size
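Mouse fibroblast NIH 3T3 cells, 400 per well, received compound via pintool and were incubated for 48 or 72 hr prior to CellTiter-Glo ATP luminescence measurement.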
GPT2 inhibitor – inhibitors of human GPT2 alanine aminotransferase; 0.25% of 100,000 active; Q8TD30; Recombinant GPT2, coupled pyruvate oxidase/HRP Amplex Red fluorescence; Potency, µM (highest dose often 57.7 µM), for inactives: at the highest dose activity change, negative = inhibition, hits mostly inhibitors; also: potency is read from the fitted curve at half-maximal effect; nearly all actives have a fitted effect of over 60% in size; many of its hits are not listed in these tables
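Fluorescence of coupled pyruvate oxidase/HRP/Amplex Red system (50uM Amplex, 30 min, dark) reports pyruvate formed by GPT2. Enzyme reaction: 10ng/uL GPT2, 2mM L-alanine, 250uM a-KG, 30 min room temperature, pH 7.5; 50uM AOA control.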
Numbers without * were called inactive; i = inactive; ? = inconclusive; nt = not tested or not shown; [ ] = remark or other dose. Unless noted, calls follow the shape of the dose curve; as a rule, active = well fitted curve in the direction sought with a large enough effect; inconclusive = small, poorly fitted or top-dose-only effect, or another doubt; inactive = no such curve, though single readings can be large; an effect the other way counts as inactive or inconclusive. Unless noted, % is scaled to controls: 0 for no effect and ±100 for the full control effect.

structure	HEK cytotox	FLuc inh	SNCA viab count	SNCA expr inhib	IP6K1 inh	3T3 cytotox	GPT2 inhibitor
CCOCCn1ccc2c(OCC(=O)Nc3cccc([N+](=O)[O-])c3)cccc2c1=O	nt	nt	5%	-16%	39	nt	nt
O=C(CN1C(=O)NC(c2ccc(Cl)cc2)C2=C1COC2=O)Nc1ccc2c(c1)CCC2 (centres undefined)	22µM*	-5%	?	?	2	25µM*	4%
CC(C)CNC(=O)C1Cn2cccc2C(=O)N1C (centres undefined)	-2%	-3%	16%	-2%	-2	-16%	0%
CN1C[C@H](NC(=O)c2cnccn2)CCC[C@@H](C(=O)NCc2cc(F)cc(F)c2)CC1=O	-4%	-6%	3%	10%	-1	-1%	i
CCc1c(-c2ccccc2)c(-c2ccccc2)nn1-c1ccccc1-c1cccc(OCC(=O)O)c1	nt	nt	-19%	nt	-17	nt	i
CCN1C(=O)CCN(C(=O)COCCOC)CC12CCOCC2	-5%	nt	0%	16%	7	-13%	i
CCCC(=O)Nc1ccc(OCC(O)CNC(C)C)c(C(C)=O)c1 (centres undefined)	nt	nt	-3%[23.9 µM]	-6%[25.6 µM]	10	nt	?
COc1ccc(NC(=O)Cn2c(=O)oc3cc(S(=O)(=O)NCc4ccccc4)ccc32)c(OC)c1	nt	nt	?	?	-4	nt	nt
Cc1sc2nc(CCN)nc(N(C)CCCCN3CCOCC3)c2c1C	?	0%	-13%	-6%	-1	?	-15%
COCCN(Cc1ccsc1)Cc1cn[nH]c1-c1ccc(F)cc1	89µM*	0%	-9%	6%	7	-28%	-1%
O=C1CCN(S(=O)(=O)c2ccccc2)CCCC(C(=O)NCCc2ccccn2)CCN1 (centres undefined)	0%	0%	-8%	-17%	12	-7%	i
COC1CCC12CCN(C(=O)c1cnc(C)cn1)CC2 (centres undefined)	i	6%	-3%	5%	-13	i	4%
CC(C)(C)C(=O)N1CCC(C(=O)N2CCC3(CC2)CC(=O)Nc2ccccc2O3)CC1	-22%	nt	-4%	?	25	-26%	i
Cc1ccc(CNC(=O)c2cc3n(n2)CC(c2ccc(Cl)cc2)OC3)cc1 (centres undefined)	?	-20%	-14%	?	7	?	-1%
COC[C@@H]1OCCN(S(=O)(=O)c2cc(OC)ccc2OC)[C@H]1c1ccccc1	-7%	nt	-1%	-13%	14	-8%	1%
CCCN(CC1CCOC1)S(=O)(=O)c1ccc(F)cc1F (centres undefined)	0%	15%	-5%	-9%	0	-4%	i
OC1(c2nc(Nc3ccc(OC(F)(F)F)cc3)n[nH]2)CCOCC1	?	-12%[172 µM]	-1%[87.6 µM]	50%[activator][87.6 µM]	10	?	?
COc1ccc(Cn2c(C3CCN(C(=O)c4ccc(C)cc4C)CC3)n[nH]c2=O)cc1	1%	-4%	1%	5%	-16	-17%	-3%
Cc1ccc(CNc2ncncc2-c2nc(-c3ccccc3)no2)cc1	?	10%	-9%	3%	-7	-7%	-1%
CCOc1cc(=O)n2c(c1C(=O)Nc1cccc(F)c1C)CCCC2	4%	-2%	-6%	2%	8	0%	-7%

Copied from the list:
HEK cytotox result of CC(C)CNC(=O)C1Cn2cccc2C(=O)N1C (centres undefined) is entered as -2%
IP6K1 inh result of Cc1ccc(CNC(=O)c2cc3n(n2)CC(c2ccc(Cl)cc2)OC3)cc1 (centres undefined) is entered as 7
SNCA viab count result of CC(C)(C)C(=O)N1CCC(C(=O)N2CCC3(CC2)CC(=O)Nc2ccccc2O3)CC1 is entered as -4%

(continued)
structure	HEK cytotox	FLuc inh	SNCA viab count	SNCA expr inhib	IP6K1 inh	3T3 cytotox	GPT2 inhibitor
CCCc1cc(=O)oc2c3c(ccc12)OCN(Cc1ccc(OC)cc1)C3	nt	nt	?	-6%	12	nt	nt
COc1ccccc1-c1cccc(CN2CCCC(C(=O)NC3CCOC3)C2)c1 (centres undefined)	?	nt	-1%	6%	0	?	i
COc1cccc(CC(=O)N[C@H](C)c2onc(C)c2C(=O)O)c1	i	-3%[172 µM]	-1%[87.6 µM]	7%[87.6 µM]	2	-2%[174 µM]	1%[88.5 µM]
Cc1ccc(NC(=O)N2CCCC2c2nncn2C2CCCC2)cc1F (centres undefined)	1%	-21%	-13%	88%[activator]	-7	-7%	i
O=[S+]([O-])(CCC(F)(F)F)N1CCC2(CC1)CC(c1cccc(C(F)(F)F)c1)=NO2	-23%	nt	nt	nt	5	-20%	nt
Fc1ccccc1OCCC1CCNC1 (centres undefined)	?	-6%	11%	-21%	14	-24%	i
CC(C)C(=O)N1CCCC1Cc1noc(Cc2ccccc2)n1 (centres undefined)	-7%	nt	5%	20%	14	-21%	i
COc1ccccc1-c1cc2nc(C)c(CCC(=O)NC3CCCCC3)c(C)n2n1	nt	nt	0%	10%	-4	nt	nt
NS(=O)(=O)c1ccc(NC(=O)Nc2ccc(F)cc2)cc1	nt	nt	-4%	nt	-10	nt	i
Cc1ccc(NC(=O)c2oc3ccccc3c2NC(=O)Cc2cccs2)cc1	nt	nt	9%	4%	21	nt	nt
CN(CCO)C[C@@H]1CN(C(=O)c2cnc3sccn3c2=O)C[C@@H]1CO	-14%	2%	-28%	-21%	11	-3%	-13%[11.5 µM]
COCCCNC(=O)Cn1c(=O)n(-c2ccc(C)cc2)c(=O)c2c1c1cc(C)ccc1n2C	nt	nt	-6%	31%[activator]	7	nt	nt
Cc1ccc(C(=O)N2CCCC(C(=O)N3CCC(c4nc5ccncc5[nH]4)C3)C2)cc1 (centres undefined)	-3%	nt	1%	-3%	10	-6%	i
CCOCCn1ccc2c(OCC(=O)Nc3ccc(OC(F)(F)F)cc3)cccc2c1=O	nt	nt	6%	17%	10	nt	nt
COc1ccc(-c2cc(C[C@@H]3CC[C@@H]4OC(=O)NC[C@H]4O3)no2)cc1	100µM*	?	6%[87.6 µM]	91%[activator][87.6 µM]	-1	?	4%[88.5 µM]
O=C(Nc1ccc(Cl)cc1)c1ccc(Cn2ccn3nc4c(c3c2=O)CCCC4)cc1	?	-8%	-14%	38%[activator]	18	-9%	0%
CN1C[C@H](O)C[C@H]1c1nnc2n1CCN(S(=O)(=O)c1ccc(F)cc1)CC2	i	1%	6%	8%	-1	1%	i
COc1cccc(-c2ccc(CN3CCCC3C(=O)NC3CCCC3)cc2)c1 (centres undefined)	?	nt	-10%	-18%	-9	?	-1%
CN(C(=O)CN1C(=O)C(c2ccccc2)=NC12CCCC2)c1ccccc1	?	-7%	-20%[12.5 µM]	-3%	18	-12%	i
COc1ccccc1NC(=O)CSc1nnc(-c2cccc(Cl)c2)o1	nt	nt	5%	167%[activator]	11	nt	nt
COc1ccc(-c2cc(N3CCC(NC(=O)c4ccccn4)C3)n[nH]2)cc1 (centres undefined)	?	?	0%	3%	2	1%	?
COc1ccccc1C(=O)Nc1ccc2nc(SCCOc3ccccc3C)sc2c1	nt	nt	?	-6%	-4	nt	nt
CN1CC(=O)N(C2CCCNCC2)Cc2c(NCC3CCCCC3)ncnc21 (centres undefined)	-7%	nt	4%	11%	-2	-1%	-12%
O=C(/C=C/c1ccc(O)cc1)OC[C@H]1O[C@H](O[C@@]2(CO)O[C@@H](CO)[C@H](O)[C@H]2O)[C@H](O)[C@@H](O)[C@@H]1O	nt	nt	-4%[23.9 µM]	nt	-10	nt	4%[27.3 µM]
Cc1cccc(NC(=O)NCC2Cn3cccc3CN2C)c1 (centres undefined)	-15%	-29%	-3%	9%	-5	?	2%
O=C(c1ccccc1F)N1CCCC2(CNc3ccccc3[S+](=O)([O-])N2)C1 (centres undefined)	-4%	3%	-10%	-16%	-9	-11%	3%
O=C(CC1CCN(C(=O)CCC2CCCCC2)C1)NCc1ccccc1 (centres undefined)	?	-16%	-8%[12.5 µM]	17%	6	-23%	i
CC(C)C(Nc1nc(-c2ccncc2)nc2c1cnn2C)c1nccn1C (centres undefined)	-8%	-1%	-1%	-19%	7	-21%	1%
Cc1ccccc1NC(=O)Nc1ccc2nc(N3CCN(C)CC3)cc(C)c2c1	nt	nt	-1%	13%	7	nt	nt
COC(=O)[C@@H]1Cc2ncn(Cc3ccccc3)c2CN1C(=O)c1cccs1	?	3%[172 µM]	-12%[87.6 µM]	38%[activator][87.6 µM]	7	?	i
CCC1=C(C(=O)OC)C(c2ccccc2C)N2C(CC(=O)NC3CC3)=CSC2=N1 (centres undefined)	?	-2%	-6%	-22%	11	-33%	-11%
CC(C)NC[C@H]1O[C@@H](CO)[C@@H](O)[C@H]1N1CCN(c2ncccn2)CC1	i	-7%	0%	-25%	13	4%	-17%
COc1ccccc1CN1CCc2ncc(C(=O)Nc3ccccc3)n2CC1	?	9%[172 µM]	0%[87.6 µM]	5%[87.6 µM]	3	?	i
COC(=O)CC(O)C1OC(c2ccccc2)C(O)C1O (centres undefined)	nt	nt	-1%	nt	11	nt	?
CNC(=O)c1cc[nH]c1C1CCCN(C(=O)Cc2ccsc2)C1 (centres undefined)	i	-1%	7%[12.5 µM]	15%	5	i	i
O=C(NCCCN1CCCC1=O)c1c(OCC2CC2)cc(=O)n2c1CCCCC2	4%	-1%	4%	-13%	-1	i	i
COc1ccc(C(=O)NCCSc2c(C)[nH]c3ccccc23)cc1	nt	nt	-21%	-1%	-9	nt	nt
Cc1sc2ccn(CC(C)C)c(=O)c2c1C(=O)O	-22%	-20%	-2%	20%	-5	-24%	i
COc1cc(CNc2nc(-c3c(C)noc3C)cc3cc(CN(C)C)oc23)cc(OC)c1	?	6%[172 µM]	-15%[87.6 µM]	5%[87.6 µM]	-16	?	i
O=C(NCc1cccs1)C1CN(Cc2ccccc2)C(=O)N1 (centres undefined)	2%[172 µM]	5%[172 µM]	4%[87.6 µM]	?	-8	-16%[138 µM]	i
CCCn1c(=O)c2[nH]c(-c3ccc(S(=O)(=O)O)cc3)nc2n(CCC)c1=O	nt	nt	-2%	-21%	nt	nt	3%
CC12CCC(C(OC3OC(COC4OCC(O)(CO)C4O)C(O)C(O)C3O)C1)C(C)(C)O2 (centres undefined)	nt	nt	5%[23.9 µM]	nt	-2	nt	i
FC(F)(F)c1ccccc1-c1cc(C(F)(F)F)c2nc(C3=NOC4(CCCCC4)C3)[nH]c2c1	nt	nt	-11%	nt	-9	nt	-1%
Cc1ccc2c(c1)C=Cc1cc(C)ccc1C2c1cn(Cc2ccc(C(=O)Nc3nn[nH]n3)o2)c(=O)[nH]c1=S	nt	nt	-3%	nt	-21	nt	i
Cc1ccc(Nc2ccc(N3CCN(C(=O)c4cccc([N+](=O)[O-])c4)CC3)nn2)cc1	nt	nt	-12%	?	9	nt	nt
